PLK1 PBD block = blocks phosphopeptide binding to human PLK1 polo-box domain; 2.8% of 360,000 active; Potency, µM, without a hit: max response, negative = inhibition, usual class: inhibitors; Plk1 PBD binding of FITC phosphopeptide, fluorescence polarization; P53350; also: potency is read from the fitted curve at half-maximal effect; series mostly up to about 57 µM; % is scaled to controls: 0 for no effect and ±100 for the full control effect; nearly all actives have a fitted effect of over 65% in size
Abeta rescue = A-beta toxicity reversal in yeast | yeast expressing A-beta42, growth rescue, OD600, 48 h; response scale: 0% DMSO, 100% iron-clioquinol control | Potency, µM (doses to about 46.1 µM), inactives show top-dose growth rescue, most hits filed as activators | 0.063% of 410,000 active | AID 1347071; also: potency is read from the fitted curve at half-maximal effect; nearly all actives have a fitted effect of over 55% in size
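Yeast growth medium received pinned compounds, then yeast cells expressing toxic A-beta were added; plates incubated at 30 C for 48 hr. Growth read as absorbance at 600 nm, normalized to DMSO and equimolar FeCl3 plus clioquinol controls.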
EPAC1 antag = EPAC1 (human) antagonism. Potency, µM (doses to about 115 µM), for inactives: top-dose activity change, negative = inhibition, most hits filed as inhibitors. EPAC1 GEF assay, Rap1b-BODIPY-GDP exchange fluorescence. 0.14% of 360,000 active. AID 720709;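 also: potency is read from the fitted curve at half-maximal effect; plate controls were vehicle for no effect and positive control for full effect; nearly all actives have a fitted effect of over 50% in size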
Target sequence (O95398 whole entry, looked up): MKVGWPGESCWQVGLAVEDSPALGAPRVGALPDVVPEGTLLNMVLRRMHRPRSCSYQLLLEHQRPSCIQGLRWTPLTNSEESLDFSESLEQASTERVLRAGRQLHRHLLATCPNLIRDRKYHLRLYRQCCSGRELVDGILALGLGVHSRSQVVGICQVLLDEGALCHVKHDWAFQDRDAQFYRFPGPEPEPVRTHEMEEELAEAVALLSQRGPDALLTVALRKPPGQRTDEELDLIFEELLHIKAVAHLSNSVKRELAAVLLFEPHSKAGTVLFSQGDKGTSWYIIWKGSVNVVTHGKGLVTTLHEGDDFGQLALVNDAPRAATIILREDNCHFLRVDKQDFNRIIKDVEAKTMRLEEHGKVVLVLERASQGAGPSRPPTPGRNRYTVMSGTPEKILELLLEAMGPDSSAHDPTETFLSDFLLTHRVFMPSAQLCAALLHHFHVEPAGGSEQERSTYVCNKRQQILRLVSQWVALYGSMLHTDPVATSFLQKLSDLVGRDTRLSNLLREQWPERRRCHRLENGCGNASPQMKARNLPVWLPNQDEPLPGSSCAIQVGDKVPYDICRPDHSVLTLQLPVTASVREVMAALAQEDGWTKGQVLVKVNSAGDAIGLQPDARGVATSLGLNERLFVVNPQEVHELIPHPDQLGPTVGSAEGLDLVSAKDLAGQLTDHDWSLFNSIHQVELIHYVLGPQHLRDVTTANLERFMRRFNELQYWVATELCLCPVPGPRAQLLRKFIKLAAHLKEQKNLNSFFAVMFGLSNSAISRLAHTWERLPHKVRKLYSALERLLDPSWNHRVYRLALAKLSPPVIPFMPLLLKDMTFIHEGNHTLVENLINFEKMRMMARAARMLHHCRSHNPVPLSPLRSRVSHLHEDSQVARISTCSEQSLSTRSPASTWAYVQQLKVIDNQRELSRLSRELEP
PI5P4K alpha inh = inhibitors of human PI5P4K alpha; PI5P4Kalpha enzyme, ADP-Glo luminescence, 60 min; hits give low values; 1.2% of 330,000 active; max response, %; AID 652105; active = max response of -50% or lower; inconclusive = between -30% and -50%; inactive = -30% or higher; also: value at the top dose of about 77 µM; % is scaled to controls: 0 for no effect and ±100 for the full control effect
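PI5P4Kalpha ADP-Glo assay; 5 microM ATP final; 60 min RT reaction; HEPES pH 7.4/EGTA/CHAPS, 5% DMSO; controls lacking substrate or enzyme; luminescent end-point.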
WRN helicase inh = WRN helicase (human) inhibition; Potency, µM (series often up to 114 µM), without a hit: at the top dose activity change, negative = inhibition, usual class: inhibitors; 0.46% of 360,000 active; WRN helicase unwinding, fluorescent forked duplex, kinetic; Q14191; also: potency is read from the fitted curve at half-maximal effect; % is scaled to controls: 0 for no effect and ±100 for the full control effect; nearly all actives have a fitted effect of over 55% in size
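Kinetic fluorescence helicase assay: unwinding of a quenched forked DNA duplex (100 nM final) with 2 mM ATP final raises red fluorescence (525/598 nm). Compounds sat 15 min at room temperature with 20 nM WRN beforehand.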
FUS yeast rescue = suppressors of FUS proteinopathy in yeast; S. cerevisiae FUS-expressing, growth rescue, OD600, 24 h; Potency, µM (top dose mostly 76.6 µM), without a hit: at the highest dose growth rescue (activation), usual class: activators; 0.24% of 390,000 active; AID 1347120;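 also: potency is read from the fitted curve at half-maximal effect; plate controls were DMSO vehicle for no effect and reference control for full effect; nearly all actives have a fitted effect of over 55% in size; some results filed as inactive show a strong effect at the top dose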
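Toxicity suppression screen in FUS-yeast. Cells induced with 2% galactose, starting OD 0.005, treated 24hr at 30C with compounds at multiple final concentrations; growth by OD600.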
EPAC1 agonist = activates human EPAC1 exchange factor; O95398; EPAC1 agonist qHTS, biochemical assay; response scale: 100% = response to 6.5 mM cAMP; Potency, µM (top dose mostly 154 µM), for inactives: at the highest dose activation, most hits filed as activators; 0.073% of 360,000 active; AID 720707; also: potency is read from the fitted curve at half-maximal effect; nearly all actives have a fitted effect of over 60% in size
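Fluorescent GDP-exchange assay: 100 nM EPAC1 with 250 nM Rap1B preloaded with BODIPY-GDP and 50 uM GDP; compounds tested as concentration series, 5 min at room temperature, then read every 5 min for 30 min (ex 480/em 540 nm); normalized to 6.5 mM cAMP.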
IL2 activator = IL-2 activation | 0.065% of 360,000 active | IL-2 activation reporter assay, cell-based qHTS; stimulated with anti-CD3/CD4/CD28 beads; in transgenic mouse T cells | activation, % (series mostly up to about 46 µM); in the data active = activation above about 50%; inconclusive = mostly about 30% to 49%; also: 0% is about no effect
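Unstimulated transgenic mouse T cells, 750 per well, received compound and, after 60 minutes, anti-CD3/anti-CD4 bead plus anti-CD28 stimulation. EGFP and DsRed were quantified after 18 hours.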
aSyn rescue = inhibitors of alpha-synuclein toxicity in yeast; Yeast expressing alpha-synuclein, growth rescue, BacTiter-Glo, 24 h; Potency, µM (series often up to 46.1 µM), without a hit: top-dose growth rescue (activation), actives largely listed as activators; 0.14% of 370,000 active; AID 652106; also: potency is read from the fitted curve at half-maximal effect; % of control where 0% means no effect; nearly all actives have a fitted effect of over 65% in size
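Rescue of yeast growth: cells expressing toxic alpha-synuclein, induced in galactose at OD600 0.02, incubated with compound 24 h at 30 C. ATP luminescence quantified growth; inhibitors of toxicity appear as activators.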
An asterisk follows results filed as active; ? = inconclusive; . = not tested or not shown; [ ] = another dose, or the depositor's remark. Unless noted, calls follow the shape of the dose curve; as a rule, active = well fitted curve in the direction sought with a large enough effect; inconclusive = small, poorly fitted or top-dose-only effect, or another doubt; inactive = no such curve, though single readings can be large; an effect the other way counts as inactive or inconclusive.

SMILES | PLK1 PBD block | Abeta rescue | EPAC1 antag | PI5P4K alpha inh | WRN helicase inh | FUS yeast rescue | EPAC1 agonist | IL2 activator | aSyn rescue
CC(C)Cn1c(N)c(C(=O)COC(=O)c2c(F)cccc2F)c(=O)n(C)c1=O | -7% | 3% | 2% | 1 | 4% | -18% | -9% | -0.5 | -6%
Cc1c(NC(=O)C(=O)N/N=C/c2cccs2)c(=O)n(-c2ccccc2)n1C | 0% | 6% | 0% | -11 | -6% | -1% | -4% | 2.9 | 3%
Cc1nc(SCC(=O)NC(C)c2ccccc2)c2oc3ccccc3c2n1 (stereo not drawn) | -5% | -13% | -15% | 3 | -2% | . | -18% | 0.6 | -2%
O=C(NCCc1ccc(F)cc1)NC12CC3CC(CC(C3)C1)C2 | -1% | 6% | -4% | -2 | -2% | 13% | 2% | -2.4 | -13%
CC(C)(C)S(=O)(=O)c1cnc(N2CCOCC2)nc1N | 3% | -5% | 12% | 0 | 7% | 9% | 3% | -3.0 | 1%
CCOc1ccc(N2CC(=O)N(c3ccc(OCC)cc3)CC2=O)cc1 | 0% | -2% | 0% | 1 | -3% | 1% | 11% | -1.1 | 4%
CCOc1ccc(Cn2nnc(C(=O)Nc3cc(C)cc(C)c3)c2N)cc1 | -17% | -14% | -30% | 1 | -5% | 0% | -9% | 0.9 | 0%
O=C(CSc1ccc(-c2ccc(Cl)cc2)nn1)N1CCCc2ccccc21 | -1% | 10% | -30% | 2 | -21% | . | 8% | -2.5 | 12%
CCOc1cc(C2C(C(=O)OC(C)C)=C(C)N=C3SCCC(=O)N32)ccc1OC(C)=O (stereo not drawn) | 2% | 4% | -4% | 5 | -2% | 23% | -4% | 1.5 | 2%
COCCNC(=O)C1CCN(S(=O)(=O)N2CCC3(CC2)OCCO3)CC1 | -9% | 5% | -2% | . | -1% | 31% | 5% | -1.6 | 0%
O=[N+]([O-])c1ccc(C2CCCC/C2=N\OCc2cccc(F)c2)c([N+](=O)[O-])c1 (stereo not drawn) | -5% | ? | -10% | -3 | -3% | . | -3% | -0.2 | 6%
C[C@@H]1CN([C@H](C)CO)C(=O)c2cc(Br)cnc2O[C@H]1CN(C)Cc1ccccc1 | -4% | 8% | 14% | -1 | -1% | -4% | -7% | -1.4 | 1%
CC(C)(C)NC(=O)C(=O)N/N=C/c1ccc(Br)cc1 | -8% | -5% | 4% | -1 | -28% | . | -4% | -4.3 | 2%
COc1ccccc1/C=C1\Oc2cc(OC(=O)N3CCOCC3)ccc2C1=O | -15% | 3% | -30% | 4 | -10% | 12% | -5% | -0.9 | -1%
COc1ccc(CN(C)C2CCCCC2)cc1 | 24µM* | 9% | 1% | . | 1% | 7% | -3% | -0.3 | -11%
Nn1c(=O)[nH]c2ccccc2c1=O | -3% | -21% | -15% | 1 | -1% | -15% | -11% | -0.1 | -2%
O=C(O)c1cccc(S(=O)(=O)N2CCC(Cc3ccccc3)CC2)c1 | -15% | -1% | 7% | 3 | -18% | 1% | 6% | -0.4 | 2%
Cc1cc(C(=O)COC(=O)c2ccc(O)cc2)c(C)n1Cc1ccco1 | -9% | -3% | -16% | -20 | -5% | . | 2% | -2.5 | 17%
COc1cc(CNc2ccc3[nH]c(=O)[nH]c3c2)ccc1OCc1ccccc1C | -12% | -23% | -19% | -9 | -3% | 41% | 2% | -4.0 | -4%
O=C(N/N=C\C=C\c1ccc2c(c1)OCO2)c1ccc(F)cc1 | 0% | 2% | 3% | -7 | 8% | 14% | 0% | 0.0 | 1%
Cc1ccc(NC(=S)N(Cc2cccs2)Cc2cc3cc(C)cc(C)c3[nH]c2=O)cc1 | -1% | 15% | -15% | 8 | -25%[57.1 µM] | -15% | 0% | 4.0 | -8%
Cc1ccc(C2SCC(C(=O)O)N2C(=O)c2ccc(F)cc2)cc1 (stereo not drawn) | 1% | 14% | 7% | 0 | 15% | . | -2% | -1.7 | -6%
N#CCc1ccc(NC(=O)/C=C/c2ccc([N+](=O)[O-])o2)cc1 | -23% | -14% | -20% | -59* | ? | 15% | -22% | -4.9 | 2%
COc1ccc(OCC(=O)N2c3ccccc3CCc3ccccc32)cc1 | 0% | -3% | -3% | 14 | -26% | . | 0% | 0.1 | 1%
O=C(CCN1CCN(c2ccccc2)CC1)Nc1ccc2c(c1)OCO2 | -13% | -5% | 2% | 2 | -4% | 13% | 6% | 0.1 | 2%
O=C(CCn1cccn1)Nc1ccc2c(c1)OCCO2 | -9% | -3% | 1% | 5 | 1% | -12% | 10% | 0.5 | 0%
CCc1ccc(NC(=O)CSc2nc(=O)n(CCCN3CCOCC3)c3c2CCC3)cc1 | -3% | -4% | 2% | 0 | -3% | -4% | -12% | -1.2 | 4%
CCc1cc2c(SCC(=O)N3CCN(C(=O)c4cccs4)CC3)ncnc2s1 | 0% | -10% | -8% | 0 | 6% | 10% | 5% | -1.0 | ?
CC(=O)OCC1(C)CN(c2ccccc2)NC1=O (stereo not drawn) | -21% | -2% | -2% | 5 | 12% | -16% | -2% | -1.9 | 1%
CC(=O)c1ccc(CCCC(=O)O)cc1 | -11% | 20% | -2% | . | -4% | 15% | 10% | -3.6 | 0%
N#C/C(C(=O)c1ccccc1)=C1/CCCN1 | -5% | -3% | 1% | 0 | 1% | 15% | -3% | -0.6 | 8%
O=C(COC(=O)c1cc(=O)[nH]c2ccccc12)NCc1cccc(Cl)c1 | -4% | 9% | -11% | 5 | -8% | . | -8% | -0.4 | 0%
COC(=O)[C@H](Cc1ccccc1)NC(=O)Nc1ccc(OC)cc1 | -7% | -42%[inhibitor] | 20% | -1 | 9% | 13% | -3% | 0.4 | -8%
CCC(=O)N(c1nnc(SCC(=O)Nc2sccc2C(N)=O)s1)C1CC1 | -9% | -8% | 5% | ? | -7% | 9% | -5% | -1.0 | 1%
CN(C)C(=O)c1ccc(NC(=O)CSc2nnc(-c3ccc4c(c3)OCO4)o2)cc1 | 0% | -2% | 11% | -7 | 10% | -7% | 2% | -4.0 | 0%
Cc1ccc(C(=O)Nc2ccc3c(c2)CCC3)cc1 | -25% | -9% | -9% | -1 | -2% | 1% | 8% | -3.6 | 2%
Cc1ccc(N2C(=O)N3[C@H](c4ccc(Br)cc4)[C@@H]4C(=O)N(C(C)(C)C)C(=O)[C@@H]4[C@]3(C)C2=O)cc1 | -26% | 0% | -12% | 20 | -3% | ? | -10% | -3.9 | 9%
CCN(CC)CCCN1C(=O)C(O)=C(C(=O)c2ccc(C)o2)C1c1ccc(C)o1 (stereo not drawn) | -7% | 1% | 9% | 1 | 3% | 9% | -5% | -1.9 | -8%
CCCCCOc1ccccc1C(=O)NCCCCCC(=O)O | 12% | 9% | -9% | -5 | -5% | 7% | -1% | -1.1 | 10%
CC1(c2nnnn2Cc2ccccc2)CCC(=O)N1Cc1ccco1 (stereo not drawn) | -12% | -4% | -4% | -3 | -2% | -21% | -2% | -0.2 | -2%
CC1CN(c2ccccc2)CCN1C(=O)c1cc(COc2c(F)cccc2F)on1 (stereo not drawn) | -10% | 7% | -11% | -4 | -4%[57.1 µM] | 31% | 3% | 2.5 | 5%
CCC(=O)NC(c1ccco1)c1cc(Cl)c2ccccc2c1O (stereo not drawn) | . | -7% | 3% | . | . | -15% | 0% | -0.1 | .
CCOC(=O)C1C(c2cccc([N+](=O)[O-])c2)C2C(=O)NN=C2CC1(C)O (stereo not drawn) | -4% | 0% | -4% | -3 | -10% | -10% | 0% | 0.4 | 8%
Cc1cc(C)c(Cn2cnc(-c3ccc([N+](=O)[O-])cc3)c2)c(C)c1 | -13% | -5% | 24% | . | 7% | -18% | 8% | -2.0 | -4%
COCCSc1nnc(NC(=O)CSCc2ccccc2)s1 | -27% | 12% | -6% | . | -4% | 5% | -1% | -3.5 | 2%
Cc1ccc(S(=O)(=O)N2C[C@H]3N(C(=O)OC(C)C)N(C(=O)OC(C)C)C[C@H](OC(=O)NCC4CCCCC4)[C@@]3(O)C2)cc1 | -17% | 3% | -18% | 5 | -12% | ? | -35%[inhibitor] | -4.6 | 2%
Cc1nc(C)c(-c2csc(Nc3ccc(F)cc3)n2)s1 | -20% | ? | -25% | 10 | -16%[57.1 µM] | 51% | -5% | 0.6 | -13%
Cc1ccc2[nH]c(=O)c(CN(Cc3cccnc3)C(=O)c3ccncc3)cc2c1 | -2% | 5% | 2% | . | 5% | 7% | 2% | -2.5 | 3%
CC1CCN(C(=O)c2ccc(S(=O)(=O)Cc3cc(F)ccc3F)c([N+](=O)[O-])c2)CC1 | 15µM* | -76%[inhibitor] | -25% | 0 | -36% | 12% | -12% | -6.0 | -1%
CCc1cc(C(=O)NNC(=O)c2csc(N3CCOCC3)n2)sc1C | -8% | 5% | 8% | 0 | 0% | 15% | 0% | -1.6 | -3%
COc1ccc2nc(NC(=O)CSc3nnc4n3C(C)(C)Cc3ccccc3-4)sc2c1 | -14% | 12% | 4% | 0 | 0% | -1% | 3% | -0.9 | .
Cc1cc(C(=O)CSc2nnnn2-c2ccccc2)c(C)n1CC1CCCO1 (stereo not drawn) | -14% | 1% | -14% | -2 | 0% | 20% | 0% | 3.8 | 1%
COc1ccccc1C(=O)Oc1ccccc1C(=O)Nc1ccccc1 | -5% | -1% | -7% | 10 | -2% | -10% | 14% | -2.8 | 11%
Cc1cccc(C(=O)NNC(=O)CCC(=O)Nc2cccc(Cl)c2C)c1 | 5% | 0% | 8% | -1 | -1% | . | -4% | -0.5 | -3%

Another view of 2 compounds above.
N#CCc1ccc(NC(=O)/C=C/c2ccc([N+](=O)[O-])o2)cc1
  PLK1 PBD block: -23%
  Abeta rescue: -14%
  EPAC1 antag: -20%
  PI5P4K alpha inh: -59*
  WRN helicase inh: ?
  FUS yeast rescue: 15%
  EPAC1 agonist: -22%
  IL2 activator: -4.9
  aSyn rescue: 2%

COc1ccc(OCC(=O)N2c3ccccc3CCc3ccccc32)cc1
  PLK1 PBD block: 0%
  Abeta rescue: -3%
  EPAC1 antag: -3%
  PI5P4K alpha inh: 14
  WRN helicase inh: -26%
  FUS yeast rescue: .
  EPAC1 agonist: 0%
  IL2 activator: 0.1
  aSyn rescue: 1%

Source: PubChem BioAssay

The order is random (roughly 4.1% active in at least one column).
